Bioassay records: PubChem, National Center for Advancing Translational Sciences (NCATS)
RXFP1 antag: RXFP1 (human) relaxin receptor antagonism; activity change, negative = inhibition, % at 57.5 µM; 350,000 tested, 0.59% active; AID 1259400; HEK293-RXFP1, relaxin-stimulated cAMP HTRF, 30 min; active compounds read low; Q9HBX9;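 active = activity change of -60% or lower, but not beyond a set lower limit; inconclusive = change between -60% and -40%, or beyond the set limit; inactive = change above -40%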
Target sequence (Q9HBX9 whole entry, looked up): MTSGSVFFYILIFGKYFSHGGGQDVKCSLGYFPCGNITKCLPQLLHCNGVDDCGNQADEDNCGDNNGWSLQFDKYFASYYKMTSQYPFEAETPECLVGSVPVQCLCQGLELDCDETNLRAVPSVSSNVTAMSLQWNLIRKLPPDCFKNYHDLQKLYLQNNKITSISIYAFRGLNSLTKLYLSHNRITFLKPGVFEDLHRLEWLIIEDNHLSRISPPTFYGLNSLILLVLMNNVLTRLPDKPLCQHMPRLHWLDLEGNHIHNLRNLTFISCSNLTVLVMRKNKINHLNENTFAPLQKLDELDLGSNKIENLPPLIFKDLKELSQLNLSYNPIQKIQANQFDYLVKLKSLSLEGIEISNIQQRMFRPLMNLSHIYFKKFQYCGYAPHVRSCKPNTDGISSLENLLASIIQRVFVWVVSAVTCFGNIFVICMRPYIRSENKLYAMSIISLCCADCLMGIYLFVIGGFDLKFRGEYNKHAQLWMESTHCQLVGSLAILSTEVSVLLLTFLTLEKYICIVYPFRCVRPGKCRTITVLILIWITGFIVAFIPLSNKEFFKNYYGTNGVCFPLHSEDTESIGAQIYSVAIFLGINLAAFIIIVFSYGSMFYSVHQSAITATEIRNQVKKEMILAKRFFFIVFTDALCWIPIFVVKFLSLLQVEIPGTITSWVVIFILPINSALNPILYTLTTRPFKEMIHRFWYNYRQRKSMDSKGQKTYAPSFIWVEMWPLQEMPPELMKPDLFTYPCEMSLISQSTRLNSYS
* = called active by the depositor; ? = inconclusive; ! = not confirmed by another sample. % is set by controls: 0 for no effect and ±100 for the full control effect. Some of the compounds tested; count on the stated rates, not on these rows.

SMILES | RXFP1 antag
c1ccc2c(c1)CN(Cc1ccc3c(c1)OCO3)Cc1cnnn1-2 | -4.1
CCc1ccc(C2CCNCC2)cc1 | -6.3
CCOC(=O)C1(c2ccccc2)CCN(CCC(=O)Nc2ccc(OC)cc2)CC1 | 2.1
Cc1ccc2c(c1)Oc1ccccc1N=C2 | 13.8
CC(O)C1C=CC=CC(=O)OC2CC3OC4C5OC5(C)CCC4(COC(=O)C4OC4(C)C(O)CO1)C2(C)C31CO1 (stereo not given) | -7.3
Cc1ccc(NP(=O)(Oc2ccccc2)Oc2ccccc2)cc1 | -8.8
C[C@]12CC[C@H]3[C@@H](CC[C@@]45O[C@H]4C(O)=C(C#N)C[C@]35C)[C@H]1CC[C@H]2O | -22.3
CCC(C(N)=O)N1CCCC1=O (stereo not given) | 16.2
CCC1(CCO)C(=O)NC(=S)NC1=O | 11.2
CCN(Cc1ccc(Cl)nc1)/C(=C/[N+](=O)[O-])NC | -14.0
OCCCBr | 13.8
CC(=O)OCC1=C(C(=O)O)N2C(=O)[C@@H](N)[C@H]2SC1 | 5.1
CCOc1ccc(C=C2C(=O)NC(=S)NC2=O)cc1OCC | -4.6
O=C(Nc1cccc(C(F)(F)F)c1)c1cccn(Cc2ccc3c(c2)OC(F)(F)O3)c1=O | -7.5
CCc1cccc(CC)c1N(COC)C(=O)CCl | 13.8
CNC(=O)Oc1c(C)[nH]ccc1=O | -2.5

Ordered by count of non-hydrogen atoms (highest first): some entries from above.
SMILES | RXFP1 antag
O=C(Nc1cccc(C(F)(F)F)c1)c1cccn(Cc2ccc3c(c2)OC(F)(F)O3)c1=O | -7.5
CCC1(CCO)C(=O)NC(=S)NC1=O | 11.2
OCCCBr | 13.8

Other compounds follow.
SMILES | RXFP1 antag
CC1([N+](=O)[O-])COP(=O)(NC2CCCC2)OC1 (stereo not given) | -3.4
C[C@]12C[C@H](O)[C@@H](O)CC1=CCC1C2CC[C@@]2(C)C1CC[C@@H]2O (stereo not given in full) | -0.4
C#C[C@]1(O)CCC2C3CC=C4C[C@H](O)CC[C@]4(C)C3CC[C@@]21C (stereo not given in full) | 2.2
CC12CCC3C(CCC4CC(=O)OCC43C)C1CCC2O (stereo not given) | -15.8
CCc1cc2c(s1)-n1c(C)nnc1CN=C2c1ccccc1Cl | 7.6
COC(=O)C1C2c3ccccc3C(c3ccccc32)C1(C)C(=O)OC (stereo not given) | 15.4
CC(Cc1ccccc1)N(C)Cc1ccco1 (stereo not given) | 7.2
C[C@@H]1CN([C@@H](C)CO)C(=O)CCCn2cc(nn2)CO[C@H]1CN(C)C(=O)Oc1cccc2ccccc12 | 8.1
CC(C)Oc1cc(-n2c(=S)[nH]c3ccccc3c2=O)c(Cl)cc1Cl | -21.0
CSc1nc(NC(C)C)nc(NC(C)C)n1 | -0.2
CC(C)(C)NCC(O)c1ccccc1Cl (stereo not given) | 10.1
O=C1NC(=O)C2(CCCC2)C(=O)N1 | 10.5
C[C@]12CC[C@@H]3c4ccc(OC(=O)N(CCCl)CCCl)cc4CC[C@H]3[C@@H]1CC[C@@H]2O | 14.7
N/C(=N\[N+](=O)[O-])N/N=C/c1ccc(O)cc1 | -12.3
COc1ccc(Br)cc1CNCCc1ccc2c(c1)OCO2 | -12.3
CC(C)CC1(CCc2ccccc2)C(=O)NC(=O)NC1=O | -11.2
c1ccc(N2[C@@H]3CC[C@H]2c2ccccc2C3)cc1 | -3.7
C[C@]12CC[C@H](O)CC1=CCC1C2CC[C@@]2(C)C1C[C@@H](O)[C@@H]2O (stereo not given in full) | -1.7
Cc1nc2cc([N+](=O)[O-])ccc2c(=O)n1-c1cccc(Br)c1 | -0.7
O=C1CC=C2C3CC4N(CCC45c4cc(O)c(O)cc4N1C25)CC3=CCBr (stereo not given) | -6.0
CC(=O)NCC1=C(c2ccc3ccccc3c2)C[C@@H]2CC[C@H]1N2Cc1ccco1 | 5.5
CC(C)C(Br)C(=O)NC(N)=O (stereo not given) | 5.2
CCN1C(=O)NC(=O)C2(CCCC2)C1=O | -2.0
Oc1ccc(CCNCc2cc3c(cc2Br)OCO3)cc1 | 9.0
c1cncc(CNCCN2CCNCC2)c1 | 4.2
S=P(N1CCCCCC1)(N1CC1)N1CC1 | -3.7
C[C@]12CC[C@H](O)CC1C(=O)CC1C2CC[C@@]2(C)C1CC[C@@H]2O (stereo not given in full) | -10.2
O=C1OCCC1C(=O)c1ccccc1 (stereo not given) | 9.1
O=C1C(=O)N(c2ccccc2)P(=O)(N(CCCl)CCCl)N1c1ccccc1 | -11.6
CCCN1CCC[C@@H]2Cc3[nH]ncc3C[C@H]21 | 7.9
COCCO[C@H]1CC[C@@]2(C)C(=CCC3C2CC[C@@]2(C)C3CC[C@]2(C)O)C1 (stereo not given in full) | -5.5
O=C(O)C1(Br)CC12c1ccccc1-c1ccccc12 (stereo not given) | -4.3
CC[n+]1c(-c2ccccc2)c2cc(N)ccc2c2ccc(N)cc21 | -85.0*!
S=C(NCCc1ccccc1)N1Cc2ccccc2-n2nncc2C1 | -2.6
Cc1ccc2c(c1)C1CN(C)CCC1N2 (stereo not given) | 7.9
CN1C(=O)C(=Cc2ccc(Sc3ccccc3)o2)C(=O)N(C)C1=S | -24.3
Cc1ccc(-[n+]2c(Cc3nn(-c4ccccc4)c(C)[n+]3-c3ccc(C)cc3)nn(-c3ccccc3)c2C)cc1 | 1.4
CN(C)CC(C(=O)Cc1ccccc1)c1ccccc1 (stereo not given) | -118.4*
NP(=O)(Oc1ccccc1)Oc1ccccc1 | 5.3
S=P1(Oc2ccccc2)Nc2ccccc2N1 | 7.8
O=c1c(C2CC(c3ccc(-c4ccc(Br)cc4)cc3)Cc3ccccc32)c(O)sc2ccccc12 (stereo not given) | -72.2*
COC(=O)C1=C(c2cccc(OCc3ccccc3)c2)C[C@@H]2CC[C@H]1N2C | -0.3
O=[N+]([O-])c1ccc(C(c2ccc([N+](=O)[O-])cc2)c2ccc([N+](=O)[O-])cc2)cc1 | -19.7
c1cc2c(cc1NC1=NCCO1)CCCC2 | -1.1
CCOC(=O)C1(c2ccccc2)CCN(CCc2ccc(N)cc2)CC1 | -13.0
Cc1cc(N=Nc2ccccc2C)ccc1N | -11.1
CC1(C)CC(=O)CC(C)(C)N1O | 13.8
CN1CCCC1C(O)(c1ccccc1)c1ccccc1 (stereo not given) | 22.3
CCNC(C)Cc1ccc2c(c1)OCO2 (stereo not given) | 8.0
COc1ccc(C2C=C(C)Oc3c2c(=O)oc2ccccc32)cc1OC (stereo not given) | -2.2
O=c1oc2ccccc2c(O)c1Cc1c(O)c2ccccc2oc1=O | -30.1
CCOC(=O)C1(c2ccccc2)CCN(CCc2ccc(NC(=O)CCC(=O)O)cc2)CC1 | 2.6
COc1ccc(CCNCc2cc(OC)cc(OC)c2)cc1 | -1.2
Nc1ccc(Cl)cc1N | -27.8
COC(=O)N1Cc2ccccc2-n2nncc2C1 | -2.6
C[C@]12CCC3C(CC[C@H]4C[C@@H](O)CC[C@]34C)[C@H]1CC[C@H]2O (stereo not given in full) | 3.3

(continued)
SMILES | RXFP1 antag
CC(Cc1ccccc1)NCc1ccccc1Cl (stereo not given) | 19.8
COc1cccc(NP2(=O)OCC(C)([N+](=O)[O-])CO2)c1 (stereo not given) | -5.2
COc1ccc(C=C2C(=O)NC(=S)NC2=O)cc1 | -1.8
C(=NC1CCCCC1)c1c[nH]c2ccccc12 | 3.9
C[C@]12CC[C@@H](O)C[C@@H]1CC[C@@H]1[C@@H]2CC[C@]2(C)C(=O)[C@H](O)C[C@@H]12 | 2.3
Cc1cc(N(CCCl)CCCl)ccc1/C=N/N=C(\N)c1cnccn1 | -29.8
COc1cc(CC(C)N)c(OC)cc1C (stereo not given) | -5.7
COc1ccc(OC(=O)N(C)C[C@H]2OCc3cnnn3CCCC(=O)N([C@H](C)CO)C[C@@H]2C)cc1 | 4.0
C[C@@H]1CN([C@H](C)CO)C(=O)CCCn2nncc2CO[C@@H]1CN(C)C(=O)Oc1cccc2ccccc12 | -4.7
CN(C)P(=O)(N(C)C)N1CC1 | -4.2
O=[N+]([O-])c1ccc([As](=O)(O)O)cc1 | -8.8
Cn1cccc1C1CCCN1CC(=O)Nc1ccc(C#N)c(Cl)c1 (stereo not given) | -15.4
CC12CN3CC(C)(CN(C1)C31CCSCC1)C2=O | -9.5
NP(=O)(OCC(F)(F)F)Oc1ccccc1 (stereo not given) | -6.3
CN1CCCC2c3ccccc3CCC21 (stereo not given) | 7.9
CCOC(=O)C(O)(c1ccc(N(C)C(=O)COc2ccccc2)cc1)C(F)(F)F (stereo not given) | 2.2
S=P(NCCNP(=S)(N1CC1)N1CC1)(N1CC1)N1CC1 | ?
O=C(NCCCN1CC1)Nc1cccc2ccccc12 | 4.9
C[C@@H]1CC2C3CC=C4C[C@@H](O)CC[C@]4(C)C3CC[C@]2(C)[C@H]1O (stereo not given in full) | -2.8
Cc1ccc(O)c(CN2CCC3CCC(C3)C2)c1 (stereo not given) | 0.3
CC12CCC(O)CC1CCC1C2CCC2(C)C(C3=CC(=O)OC3)CCC12O (stereo not given) | -15.5
CC1CC(C)CC(C)C(O)C(C#N)=CC=CCC(C2CCCC2C(=O)O)OC(=O)CC(O)C(C)C1 (stereo not given) | -3.8
O=C1NCN(c2ccccc2)C12CCN(CCCOc1ccc(F)cc1)CC2 | -4.8
NC(Cc1ccccc1)c1nn[nH]n1 (stereo not given) | 2.2
CC12Cc3cn[nH]c3C=C1CCC1C2CCC2(C)C1CCC2(C)O (stereo not given) | -11.0
ClCc1cccc(Cl)c1 | -7.0
COc1cc(C2c3cc4c(c(O)c3CC3COC(=O)C32)OCO4)cc(OC)c1OC (stereo not given) | -2.9
CC(C)COC(=O)N1Cc2ccccc2-n2nncc2C1 | -3.6
C[N+](C)(C)CC1CCCC1=O (stereo not given) | -3.3
COc1ccc2c(c1)C(c1ccc(N(CCCl)CCCl)cc1)=NCC2 | ?
c1ccc(C2(NC3=NCCO3)CCCCC2)cc1 | -18.3
O=C1C(Br)C2CCC1C2C(=O)O (stereo not given) | 12.9

Given field by field: entries from further up
CC(Cc1ccccc1)N(C)Cc1ccco1 (stereo not given)
  RXFP1 antag = 7.2

C[C@@H]1CN([C@@H](C)CO)C(=O)CCCn2cc(nn2)CO[C@H]1CN(C)C(=O)Oc1cccc2ccccc12
  RXFP1 antag = 8.1

CC(C)Oc1cc(-n2c(=S)[nH]c3ccccc3c2=O)c(Cl)cc1Cl
  RXFP1 antag = -21.0

CSc1nc(NC(C)C)nc(NC(C)C)n1
  RXFP1 antag = -0.2

(cont.)
SMILES | RXFP1 antag
O=C(NN=Cc1ccc(N(CCCl)CCCl)cc1Cl)c1cccnc1 | -7.1
CCN1CCOC(c2ccccc2)C1 (stereo not given) | 2.9
O=C1NC(=O)C(=Cc2cccs2)C(=O)N1 | -19.8
C[C@H](CO)N1C[C@H](C)[C@@H](CN(C)C(=O)Oc2ccccc2)OCc2cnnn2CCCC1=O | -9.5
Cc1ccc(N2CCNCC2C)cc1 (stereo not given) | -4.4
C[C@@H]1O[C@@H](O[C@@H]2C=C3CC[C@@H]4[C@H](CC[C@]5(C)[C@@H](c6ccc(=O)oc6)CC[C@]45O)[C@@]3(C)CC2)[C@H](O)[C@H](O)[C@H]1O | ?
NCc1cccnc1 | 10.6
CC1(C)CC/C(=C\c2ccc(Cl)cc2)C1(O)Cn1cncn1 (stereo not given) | -35.4
CC(C)NCC(O)c1ccc([N+](=O)[O-])cc1 (stereo not given) | 24.8
C1=NCCc2c1[nH]c1ccccc21 | -9.9
C[C@]12CCC(=O)C=C1C=CC1C2CC[C@@]2(C)C1CC[C@@H]2O (stereo not given in full) | 2.8
O=C(NCC1=C(c2ccc3ccccc3c2)C[C@@H]2CC[C@H]1N2Cc1ccco1)c1ccc([N+](=O)[O-])cc1 | 0.7
Cc1ccc(OC(=O)N(C)C[C@@H]2OCc3cnnn3CCCC(=O)N([C@@H](C)CO)C[C@H]2C)cc1 | -10.8
C[C@@H]1CN([C@H](C)CO)C(=O)CCCn2nncc2CO[C@H]1CN(C)C(=O)Oc1cccc2ccccc12 | -5.4
O=P(Oc1ccc(Cl)cc1)(N1CC1)N1CC1 | 8.8
C[C@]12CC[C@@H](O)CC1=CCC1C2CC[C@@]2(C)C1CC[C@@H]2N (stereo not given in full) | -4.7
C[C@H]1CC2C3CC=C4C[C@@H](O)CC[C@]4(C)C3CC[C@]2(C)[C@H]1O (stereo not given in full) | 7.0
c1ccc(C(c2ccccc2)c2cccnc2)cc1 | ?
CC(=O)/C=C/c1ccccc1 | 14.2
CCN(CC)CCN1C(=O)CN=C(c2ccccc2F)c2cc(Cl)ccc21 | 12.8
c1cc2c(cc1[C@H]1OCC3C1CO[C@@H]3c1ccc3c(c1)OCO3)OCO2 (stereo not given in full) | 5.9
O=c1[nH]cnc2nc(-c3ccc(N(CCCl)CCCl)cc3)[nH]c12 | -6.4
CC1CCCN1CCC(C(N)=O)(c1ccccc1)c1ccccc1 (stereo not given) | -5.3
CC12CCC(=O)C=C1CCC1C2CCC2(C)C(O)(C(=O)CO)CCC12O (stereo not given) | -10.4
COC(=O)c1c2[n+](cc3cc(OC)c(OC)cc13)CCc1cc(OC)c(OC)cc1-2 | -8.0
c1cc(OCCN2CC2)ccn1 | 1.1
O=C(Cc1ccccc1F)N1CCN(CC(=O)N2CCCC2)CC1 | -6.6
Cc1ccc(OP2(=O)Nc3cc(C)c(C)cc3S2)cc1 (stereo not given) | -21.7
CC(C)C1C(C#N)=C(N)Oc2c1c(=O)oc1ccccc21 (stereo not given) | -0.5
